TcdB GH inh: TcdB glycohydrolase inhibition | TcdB glycohydrolase enzymatic assay, plate reader | inhibition, % at 9.99 µM | actives 0.24% (n = 350,000); in the data active = inhibition above about 10%
PrPC TRFRET: inhibitors of human cell surface prion protein PrPC; TR-FRET read-out; inhibition, % at 13.8 µM; actives 0.43% (n = 370,000); AID 720596; in the data active = inhibition above about 24%; note: 0% = median of the test wells and 100% = reference compound wells
Vc quorum ag: quorum light induction in luxS cqsA deficient V. cholerae; V. cholerae BH1578 lux reporter, luminescence, 6 h; activation, % at 18.7 µM; actives 0.16% (n = 350,000); AID 588436; in the data active = activation mostly above about 9.7%, no sharp cut-off; note: not every result past the cut was called active; inactives centre near 0; reference of the scale not given here
MazEF act: increases E. coli MazEF RNase cleavage of RNA; actives 0.32% (n = 350,000); P0AE70; activation, % at 20 µM; FAM/BHQ RNA-DNA oligo cleavage fluorescence, 5 h; in the data active = activation above about 50%
Target sequence (P0AE70 whole entry, looked up): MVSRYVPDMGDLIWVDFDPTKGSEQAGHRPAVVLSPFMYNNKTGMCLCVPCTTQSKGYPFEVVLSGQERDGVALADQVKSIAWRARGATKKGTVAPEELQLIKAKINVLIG
DUSP3 inh: DUSP3 (human) phosphatase inhibition. P51452. recombinant VHR phosphatase, pNPP absorbance. inhibition, % at 13.3 µM. actives 0.52% (n = 290,000). AID 1654; in the data active = inhibition above about 50%; note: some compounds called inactive have numbers as strong as hits
Target sequence (P51452 whole entry, looked up): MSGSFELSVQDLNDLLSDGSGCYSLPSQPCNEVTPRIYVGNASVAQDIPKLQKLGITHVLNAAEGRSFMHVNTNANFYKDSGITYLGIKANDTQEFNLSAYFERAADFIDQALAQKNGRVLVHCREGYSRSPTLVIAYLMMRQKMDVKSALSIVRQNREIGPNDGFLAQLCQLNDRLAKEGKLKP
CCHF vOTU inh: CCHFV vOTU protease inhibition; Pep-AMC fluorescence; inhibition, % at 11.5 µM; actives 0.55% (n = 370,000); in the data active = inhibition above about 30%; note: 0% = vehicle wells with enzyme and 100% = no enzyme wells
Rv3671c protease: inhibits the M. tuberculosis serine protease Rv3671c; inhibition, % at 5.96 µM; P9WHR9; actives 0.048% (n = 320,000); in the data active = inhibition above about 38%;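 note: extracellular domain of Rv3671c used as enzyme; 0% = enzyme with DMSO and 100% = no enzyme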
Target sequence (P9WHR9 whole entry, looked up, the tested form may be a part): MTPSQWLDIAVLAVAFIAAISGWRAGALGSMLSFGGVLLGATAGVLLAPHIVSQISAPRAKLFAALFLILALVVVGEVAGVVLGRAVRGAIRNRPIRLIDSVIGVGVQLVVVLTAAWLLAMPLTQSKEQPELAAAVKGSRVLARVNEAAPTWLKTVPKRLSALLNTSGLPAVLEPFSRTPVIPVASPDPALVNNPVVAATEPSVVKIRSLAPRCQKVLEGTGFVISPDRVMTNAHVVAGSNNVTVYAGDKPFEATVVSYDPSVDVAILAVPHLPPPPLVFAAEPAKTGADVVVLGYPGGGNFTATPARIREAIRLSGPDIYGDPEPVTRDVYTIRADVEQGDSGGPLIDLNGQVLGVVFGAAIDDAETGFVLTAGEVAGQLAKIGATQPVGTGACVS
PriA SSB inh: blocks PriA binding to SSB C-terminal tail. AlphaScreen SSBct-PriA binding, biotinylated peptide. inhibition, % at 33 µM. actives 0.6% (n = 430,000). AID 1272365; in the data active = inhibition mostly above about 37%, no sharp cut-off; inactive = mostly below about 20%;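 note: plate controls were negative control peptide for no effect and reference peptide for full effect; strong numbers were not always called active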
Y pestis TopoI: inhibitors of Yersinia pestis topoisomerase I; Y. pestis Topo-I cleavage product accumulation, plate reader; activity, % at 10 µM; actives 0.064% (n = 360,000); in the data active = activity above about 50%, passing the limit was not always enough; note: inactives centre near 2
3CLpro inhibitor: SARS-CoV 3CLpro protease inhibition; actives 0.14% (n = 290,000); P0C6X7; inhibition, % at 6 µM; AID 1706; recombinant SARS-CoV 3CLpro, quenched FRET peptide cleavage; in the data active = inhibition above about 12%
The depositor's hits bear a star; i = inactive; x = not tested or not shown; & = joins results of further samples. Only part of the results is shown; rates above refer to the full screens.

SMILES	TcdB GH inh	PrPC TRFRET	Vc quorum ag	MazEF act	DUSP3 inh	CCHF vOTU inh	Rv3671c protease	PriA SSB inh	Y pestis TopoI	3CLpro inhibitor
N#CC1=C(N)Oc2c(c(=O)sc3ccccc23)C1c1cccnc1 (configuration not stated)	0.5	0	-0.3	5	26	15	10	-10	-12	1
C=CCn1c(C(C)NC(=O)c2cccs2)n[nH]c1=S (configuration not stated)	0.3	-3	-0.6	-3	-8	4	11	-14	-1	3
CNC(=S)Nc1ccc(Nc2ccccc2)cc1	x	-1	i	-3	37	-1	-1	21	-16	-9
NC(=O)C1(N2CCCCC2)CCN(Cc2nc3ccccc3c(=O)[nH]2)CC1	x	1	i	13	5	-4	-1	-14	8	0
COc1ccc(OC)c(-c2cn(S(=O)(=O)c3ccccc3)nc2N)c1	x	2	-0.4	-17	-17	3	-4	7	-5	-2
CC1Cc2ccccc2N1S(=O)(=O)c1cccc2nsnc12 (configuration not stated)	x	-7	-5.0	-2	5	-6	4	30	9	-7
COc1cc(-c2nnc(-c3cc(OC)c(OC)c(OC)c3)o2)cc(OC)c1OC	x	-6	-1.3	5	18	9	0	2&-12	-1	2
CC(=O)c1ccc(OCCCC(=O)n2nnc3ccccc32)cc1	x	-5	-11	6	-9	5	5	-21	8	-8
CCn1nc(C(=O)N2CCN(Cc3nc4ccccc4s3)CC2)c2ccccc2c1=O	-0.8	-2	1.4	0	x	6	-11	-6	31	x
CCOC(=O)c1[nH]c2ccc(OCC)cc2c1CCCN1C(=O)c2ccccc2C1=O	x	4	i	1	-11	0	-1	-4	-1	-6
CN1CCN(C(=O)CNC(=O)c2cccs2)CC1	0.4	2	-8.4	-2	x	-6	1	-5	0	x
COc1cc(/C=N/n2c(-c3n[nH]c4c3CCC4)n[nH]c2=S)cc(OC)c1O	-0.1	-3	i	5	19	12	1	x	0	4
CSc1ncnc2c1ncn2CCCNCCCN1CCCC1=O	-12	6	i	7	x	12	x	x	-3	x
O=C(/C=C/NNC(=O)c1ccc(Cl)cc1)c1ccccc1	0.9	1	0.3	3	20	5	-9	6	1	4
COc1ccc(S(=O)(=O)Nc2nccs2)cc1OC	0.7	7	-0.7	6	16	-5	2	-2	3	-6
COc1ccc(-n2c(O)c(C(C)=NCCN3CCNCC3)c(=O)[nH]c2=O)cc1	x	7	-7.1	-1	11	2	-3	-2	1	-1
Cc1cc(NS(=O)(=O)c2ccc(NC(=O)/C=C/c3ccc(Br)cc3)cc2)no1	0.6	5	-0.6	1	4	21	-16	-5	-2	5
COc1ccccc1NC(=O)c1cc(N)cc(C(=O)Nc2ccccc2OC)c1	0.6	-8	-0.3	1	x	4	-4	0	4	x
CCCCC[C@@H](/C=C/C1C(=O)C=C[C@H]1C/C=C\CCCC(=O)OC)OC(C)=O (some centres not stated)	1.4	1	i	-3	x	25	x	-8	34	x
COc1ccc(C(C(=O)NC2CCCCC2)N(C(=O)Cc2c[nH]c3ccccc23)c2ccccc2C)cc1OC (configuration not stated)	1.4	-1	-0.3	-12	8	-1	-1	-7	-9	0
COc1ccc(S(=O)(=O)N2CCCCC2)cc1NC(=O)c1c(F)cccc1Cl	2.2	-1	-1.4	-7	x	9	x	4	3	x
CC(C)c1ccc(NC2CCCN(C(=O)c3ccco3)C2)cc1 (configuration not stated)	5.5	11	i	1	8	-9	1	8	-1	0
Cc1[nH]c2c(Br)cccc2c1[C@H]1[C@@H](CC#N)C1(C)C	x	4	-0.5	3	-11	4	-2	-7	7	11
CCNC(=O)C1(C)CCCN(Cc2ccc(-n3ccnc3)cc2)C1 (configuration not stated)	1.2	-10	-0.8	x	x	-8	x	x	0	x
Cc1ccccc1NS(=O)(=O)c1ccc(C(=O)NCC(c2ccco2)N2CCCCC2)cc1 (configuration not stated)	2.2	0	-0.9	1	x	-2	-8	-4	1	x
CC1CCCCC1NC(=O)CNC(=O)c1cccs1 (configuration not stated)	2.1	0	-0.6	6	x	9	-6	5	-3	x
CCC(Oc1ccccc1)C(=O)Nc1ccc(S(=O)(=O)Nc2cc(C)on2)cc1 (configuration not stated)	-0.8	3	-0.6	-1	12	6	-9	-15	-5	5
OC(CCN1CCC2CCC(C2)C1)c1ccc(Br)cc1 (configuration not stated)	5.4	16	i	4	x	2	x	-6	3	x
CC(C)N(CC#CCC(O)(c1ccccc1)C1CCCC1)CCO (configuration not stated)	-0.5	-5	0.7	4	10	19	-1	-1	-5	-1
CCOC(=O)N(C)c1c(CC)nc2c(OCc3cc(Cl)cc(Cl)c3)cccn12	1.6	11	i	x	x	16	x	x	41	x
COC(=O)CCNc1ccc2c(c1)OCCO2	0.0	-6	x	-15	-1	12	2	1	-2	-2
Cc1nc2nc(-c3cccs3)[nH]c2cc1Br	2.0	15	-0.8	10	x	14	-7	-1	1	x
Cc1nc(NC(=O)CSc2cc(C)c3ccccc3n2)c(Cl)cc1Cl	x	10	-0.2	-6	14	7	1	-1	49	5
O=C(O)CSCc1nc2cccnc2n1C1CCCCC1	-0.2	-3	-1.2	-19	-16	-13	-3	-10	1	3
C=CCNC(=O)c1ccccc1NS(=O)(=O)c1ccc(OC)c(C(=O)N2CCOCC2)c1	0.1	0	i	4	17	2	-7	-4	4	7
CCCCn1c(N)c(N(CCC(C)C)C(=O)COC(=O)c2ccc(CC)cc2)c(=O)[nH]c1=O	-0.4	0	i	-2	x	-5	x	-3	0	x
CCOC(=O)C1CCN(S(=O)(=O)CCNC(=O)c2ccccc2)CC1	0.5	-3	-0.3	1	x	2	1	-7	-5	x
CCOC(=O)C1C(=O)C=C(C)C(C(=O)OCC)C1c1ccc(OC)cc1 (configuration not stated)	x	5	i	9	14	4	-2	-6	5	0
Cc1ccc(C2=NOC(=O)/C2=C\c2ccc(C)o2)cc1	-0.7	-3	5.3	-12	9	-1	-3	6	8	1
COC(=O)c1oc2ccc(OC)cc2c1N	x	-1	-0.3	4	9	-14	9	11	4	-5
COc1ccc(OC)c2sc(NC(=O)C(C)C)nc12	3.7	8	-0.4	12	-23	0	0	3	-6	-2
CCCc1nnc(NC(=O)CCC(=O)N2CCN(C3CCCC3)CC2)s1	-0.5	-1	-12	-4	21	11	-7	3	1	-6
Cc1cc(C)c2c(N)c(C(=O)Nc3ccccc3F)sc2n1	2.1	-7	1.6	18	23	-29	-3	1	0	1
O=C(Nc1cccc(S(=O)(=O)C(F)F)c1)c1ccc(S(=O)(=O)N2CCCC2)cc1	0.8	4	-0.3	10	6	1	-6	-4	-15	-4
COC(=O)C1=C(c2ccc(F)cc2F)C[C@@H]2CC[C@H]1N2C(=O)NCCCOC(C)C	3.1	0	i	10	x	-6	2	-1	-4	x
NNC(=O)c1ccc(Cn2cc(Br)c(N)n2)cc1	-2.4	0	-0.3	-10	-8	-9	10	-12	4	2
O=C(CC12CC3CC(CC(Br)(C3)C1)C2)Nc1cccc(S(=O)(=O)NC2=NCCC2)c1	1.1	-1	-0.3	4	-4	-12	10	-1	-6	-2
COC(=O)CCCCCCCCC(O)CN1CCCCC1 (configuration not stated)	x	4	-0.3	11	-2	9	-4	-8	0	4
O=C(COc1ccc(Br)cc1Br)NC1CCCC1	1.2	-6	-0.3	-14	-1	8	-11	-7	3	2
COc1ccc(NC(=O)COC(=O)c2ccc(-n3cnnn3)cc2)c([N+](=O)[O-])c1	-0.1	-3	i	6	x	3	0	5	-10	x
COc1ccc(S(=O)(=O)N2CCN(C)CC2)cc1C(=O)Nc1ccccc1	0.9	-5	-1.5	13	21	-19	1	3	4	1
O=S(=O)(c1ccc(Br)s1)N1CCN(Cc2ccc3c(c2)OCO3)CC1	x	-1	i	14	30	-7	4	-9	22	9
O=C(NCC(c1ccco1)N1CCN(c2ccccc2F)CC1)c1ccc2c(c1)OCO2 (configuration not stated)	-2.4	-3	-0.8	2	x	-6	7	-9	-4	x
COC(=O)[C@@]1(Cc2ccc(F)cc2)[C@H]2c3cc(C(=O)N4CCCC4)n(CCCNc4ncc(C(F)(F)F)cc4Cl)c3C[C@H]2CN1C(=O)c1ccccc1	1.1	x	-1.3	-26	-3	x	-12	-3	3	0
Cn1ccsc1=NC(=O)c1ccc(Cl)cc1	1.1	-2	i	3	7	15	0	0	2	-3
Cc1nnc(C)n1/N=C/c1cc(Br)cc(Br)c1O	x	-8	i	0	-10	-4	12	x	-2	-7
COc1cc(COC(=O)c2cnc(C)cn2)c(OC)cc1Br	0.0	5	-0.5	21	7	3	-6	-5	-12	2
CCc1ccccc1NC(=O)C1=CC(c2cccs2)=NS(=O)(=O)N1C	0.4	-36	0.2	15	-2	13	-3	5	-16	2
c1ccc2c(c1)nc(NCC1CCCO1)c1nnnn12 (configuration not stated)	1.1	-2	-0.2	-41	18	-14	12	-5	-6	2
COc1ccc(SC[C@H](Cc2ccccc2)N2CC[C@@H](C)CCC2=O)cc1	1.5	-1	1.6	4	x	13	-1	-17	34	x

Given as labelled records: entries from further up
> Cc1nnc(C)n1/N=C/c1cc(Br)cc(Br)c1O
  TcdB GH inh: x
  PrPC TRFRET: -8
  Vc quorum ag: i
  MazEF act: 0
  DUSP3 inh: -10
  CCHF vOTU inh: -4
  Rv3671c protease: 12
  PriA SSB inh: x
  Y pestis TopoI: -2
  3CLpro inhibitor: -7
> COc1cc(COC(=O)c2cnc(C)cn2)c(OC)cc1Br
  TcdB GH inh: 0.0
  PrPC TRFRET: 5
  Vc quorum ag: -0.5
  MazEF act: 21
  DUSP3 inh: 7
  CCHF vOTU inh: 3
  Rv3671c protease: -6
  PriA SSB inh: -5
  Y pestis TopoI: -12
  3CLpro inhibitor: 2
> CCc1ccccc1NC(=O)C1=CC(c2cccs2)=NS(=O)(=O)N1C
  TcdB GH inh: 0.4
  PrPC TRFRET: -36
  Vc quorum ag: 0.2
  MazEF act: 15
  DUSP3 inh: -2
  CCHF vOTU inh: 13
  Rv3671c protease: -3
  PriA SSB inh: 5
  Y pestis TopoI: -16
  3CLpro inhibitor: 2
> c1ccc2c(c1)nc(NCC1CCCO1)c1nnnn12 (configuration not stated)
  TcdB GH inh: 1.1
  PrPC TRFRET: -2
  Vc quorum ag: -0.2
  MazEF act: -41
  DUSP3 inh: 18
  CCHF vOTU inh: -14
  Rv3671c protease: 12
  PriA SSB inh: -5
  Y pestis TopoI: -6
  3CLpro inhibitor: 2

(cont.)
SMILES	TcdB GH inh	PrPC TRFRET	Vc quorum ag	MazEF act	DUSP3 inh	CCHF vOTU inh	Rv3671c protease	PriA SSB inh	Y pestis TopoI	3CLpro inhibitor
CCCCc1nnc(NC(=O)c2ccc3[nH]c(=O)c(=O)[nH]c3c2)s1	1.9	-1	-0.9	2	15	5	-21	-5	13	-2
CCOC(=O)c1ccc(CN(Cc2ccccc2)S(=O)(=O)c2cccc([N+](=O)[O-])c2)cc1	x	6	0.8	1	5	2	-11	-14	23	-1
Clc1ccccc1CSc1ncn(-c2ccccc2)n1	x	1	i	-7	12	-1	-4	-65	32	-3
COc1ccc(C(=O)CSc2nnc(CNc3ccc(C)cc3C)o2)cc1	x	-7	-1.9	2	-1	-14	-1	-4	-5	0
N#Cc1c(NC(=O)CSc2nc(-c3ccco3)cc(C(F)(F)F)n2)sc2c1CCCC2	x	-5	-0.4	-5	-2	7	8	-3	3	-4
COc1ccc(Cn2c(SCc3ccc(C)cc3)nc3cc(OC)c(OC)cc3c2=N)cc1Cl	x	-4	i	-66	30	-7	-1	-14	3	-3
NC(=O)CSCc1nc2ccccc2s1	0.1	4	x	1	24	-2	4	-30	-5	-1
COc1ccc(-c2nnc(SCC(=O)NCc3ccco3)n2C)cc1	x	2	-0.7	2	16	-3	1	-3	4	0
ClC(/C=N/n1cnnc1)=C/c1ccccc1	2.1	2	-0.2	-8	14	0	6	i	1	1
COc1ccc(OCC(O)Cn2cnc(-c3ccc(Br)cc3)c2)cc1 (configuration not stated)	x	-3	-0.3	-1	9	5	3	11	33	-4
O=C(Cn1cnc2cc([N+](=O)[O-])ccc2c1=O)NC(=O)NCc1ccccc1	1.1	-11	-0.8	6	-8	-14	2	-8	-2	3
S=C(NCc1ccco1)N1CCN(c2nc(-c3ccccc3)cs2)CC1	0.6	-10	1.1	5	2	-8	10	4	6	3
COc1cc(C(=S)N2CCC(C)CC2)ccc1O	x	2	-0.3	0	5	3	-4	-7	11	1
CC(CNCc1ccc2c(c1)OCO2)NCc1ccc2c(c1)OCO2 (configuration not stated)	3.6	-6	-0.4	0	-9	-1	-3	-5	-3	-3
